# DT40 TDP1 no CPT – qHTS for Inhibitors of human tyrosyl-DNA phosphodiesterase 1 (TDP1): qHTS in cells in absence of CPT | 15% of 420,000 active | Potency, µM (series often up to 46.2 µM), inactives show top-dose activity change, negative = growth inhibition, actives largely listed as inhibitors | DT40 Tdp1-/- hTDP1 cells, no CPT, ATP luminescence, 48 h; further: nearly all actives have a fitted effect of over 55% in size
#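 Chicken DT40 Tdp1-/- cells complemented with human TDP1, screened without camptothecin (DMSO vehicle only), 400 cells/well. Compounds pin-transferred, cells incubated at 37 °C for at least 48 hr. Growth read as ATP-dependent luminescence (CellTiter-Glo, 30 min at RT).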
# TDP1 cell CPT – DT40-hTDP1 cell growth loss with CPT; chicken DT40 Tdp1-/-;hTDP1 cells + 20 nM CPT, ATP luminescence, 48 h; Potency, µM (top dose mostly 46.2 µM), without a hit: top-dose activity change, negative = growth inhibition, hits mostly inhibitors; 12% of 420,000 active; further: nearly all actives have a fitted effect of over 55% in size
#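 Chicken DT40 Tdp1-/- cells stably complemented with human TDP1 were seeded at 400 cells/well in medium containing 20 nM camptothecin, exposed to pin-transferred compounds, and grown at 37 °C for at least 48 hr. Viability was read as ATP luminescence.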
# GCN5L2 inh – blocks human GCN5L2 histone acetyltransferase. Q92830. GCN5L2 HAT assay, ThioGlo1 CoA-SH fluorescence. Potency, µM (series often up to 58.9 µM), inactives show top-dose activity change, negative = inhibition, hits mostly inhibitors. 0.21% of 390,000 active. AID 504327
# Target sequence (Q92830 whole entry, looked up): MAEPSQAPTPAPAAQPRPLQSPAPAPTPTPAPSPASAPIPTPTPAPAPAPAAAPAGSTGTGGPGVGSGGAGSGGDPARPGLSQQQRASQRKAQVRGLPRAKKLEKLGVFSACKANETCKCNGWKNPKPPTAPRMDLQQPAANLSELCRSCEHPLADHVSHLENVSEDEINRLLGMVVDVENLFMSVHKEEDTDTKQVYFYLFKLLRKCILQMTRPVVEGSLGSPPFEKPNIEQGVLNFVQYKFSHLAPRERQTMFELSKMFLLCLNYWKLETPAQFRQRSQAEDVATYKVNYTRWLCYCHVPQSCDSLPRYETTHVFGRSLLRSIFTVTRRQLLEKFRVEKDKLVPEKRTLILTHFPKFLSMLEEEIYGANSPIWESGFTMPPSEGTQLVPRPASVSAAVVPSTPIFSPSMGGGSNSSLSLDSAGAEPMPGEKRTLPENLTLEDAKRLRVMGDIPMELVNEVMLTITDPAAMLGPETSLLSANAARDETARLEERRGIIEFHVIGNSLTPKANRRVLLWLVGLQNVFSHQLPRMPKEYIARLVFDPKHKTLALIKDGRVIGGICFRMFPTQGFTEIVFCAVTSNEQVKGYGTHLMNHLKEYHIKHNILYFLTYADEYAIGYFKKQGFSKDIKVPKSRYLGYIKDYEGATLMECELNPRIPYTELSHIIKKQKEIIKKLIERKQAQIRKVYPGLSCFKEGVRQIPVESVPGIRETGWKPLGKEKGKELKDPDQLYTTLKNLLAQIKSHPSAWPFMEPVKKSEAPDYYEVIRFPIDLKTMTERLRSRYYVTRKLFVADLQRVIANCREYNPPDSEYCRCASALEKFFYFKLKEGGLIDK
#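 ThioGlo1-coupled HAT assay: 20nM GCN5L2, 70uM acetyl-CoA, 75uM H3(1-25) peptide, pH 7.5. Fluorescence read at 340/540nm at start and after 20 min at room temperature.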
# Numbers without * were called inactive; ? = inconclusive; . = not tested or not shown; & = joins results of further samples; [ ] = another dose, or the depositor's remark. The call rests on the fitted dose curve; in most records, active means well fitted curve in the direction sought with a large enough effect; inconclusive means small, poorly fitted or top-dose-only effect, or another doubt; inactive means no such curve, though single readings can be large; an effect the other way counts as inactive or inconclusive. On the % scale 0 is the no-effect control and ±100 the full control effect; potency means the concentration at half of the fitted maximal effect.
# Screens in order – DT40 TDP1 no CPT	TDP1 cell CPT	GCN5L2 inh
- C=C(C)CNC(=O)c1ccc(OC2CCN(C(=O)COC)CC2)cc1
  -12%	-3%	.
- CCOc1ccccc1N(CC(=O)N1CCC(C)CC1)S(=O)(=O)c1ccc(C)cc1
  15µM*	9.2µM*	-16%
- COc1ccccc1/C=C/C=N/NC(=O)c1cc(-c2ccco2)[nH]n1
  18µM*	?	?
- CC1CCN(S(=O)(=O)c2ccc3c(c2)CCN3C(=O)C2CCC2)CC1
  ?	?	1%
- Cc1coc2c1c(C)cc1oc(=O)c(CC(=O)NCCc3ccc(Cl)cc3)c(C)c12
  ?	-23%	-3%
- CC(C)(C)CN1C(=O)C(=O)NC[C@@H]1CC1CCCCC1
  -7%	-14%	.
- CCOC(=O)c1cc2cc([N+](=O)[O-])cc(OC)c2oc1=O
  10%	6%	-6%
- CCOc1ccc(S(=O)(=O)N(C)c2ccc(OCC(=O)Nc3nc4ccccc4s3)cc2)cc1
  9.2µM*	12µM*	2%
- O=C(c1ccccc1)N(CCO)Cc1cc2cc3c(cc2[nH]c1=O)OCCO3
  -27%	-2%	-3%
- CC1CCCC(NC(=O)CN2CCN(Cc3ccc(Cl)cc3)C2=O)C1C (centres undefined)
  23µM*	?	-4%
- Cc1ccc(C23CC4CC(CC(C(=O)N(C)C)(C4)C2)C3)cc1
  21µM*	?	-3%
- CSc1cccc(CN2CCCC(C(=O)Nc3cccc(-n4cccn4)c3)C2)c1 (centres undefined)
  ?	?	-5%
- CCCCCN=c1ccn(Cc2ccccc2)c2ccccc12
  2.1µM*	2.7µM*	-15%
- CCn1c(SCC(=O)N2CCCc3ccccc32)nc2cccnc21
  18µM*	?	0%
- CCCc1nnc(NC(=O)CCC(=O)Nc2ccc(F)cc2)s1
  -2%	3%	-4%
- Cc1ccc(NC(=O)Cn2c(=O)n(CCc3ccccc3)c(=O)c3sc4ccccc4c32)cc1C
  -7%	-2%	-1%
- Cc1sc2ncnc(NCC3(N4CCOCC4)CCCCC3)c2c1C
  23µM*	21µM*	-5%
- CC(=O)Nc1ccc(NC(=O)Nc2cc(C)cc(C)c2)cc1
  1%	11%	-12%
- CCOC(=O)N1CCC(NC(=O)c2ccc3c(c2)N(Cc2ccc(F)cc2)CCS3)CC1
  23µM*	23µM*	?
- O=C(CSc1n[nH]c(-c2ccc(F)cc2)n1)NCc1ccccc1Cl
  ?	?	-6%

# Entries listed so far containing a furan ring, fused or not (2):
# Screens in order – DT40 TDP1 no CPT	TDP1 cell CPT	GCN5L2 inh
- COc1ccccc1/C=C/C=N/NC(=O)c1cc(-c2ccco2)[nH]n1
  18µM*	?	?
- Cc1coc2c1c(C)cc1oc(=O)c(CC(=O)NCCc3ccc(Cl)cc3)c(C)c12
  ?	-23%	-3%

# Returning to the listing with the 3 entries that preceded the break.
# Screens in order – DT40 TDP1 no CPT	TDP1 cell CPT	GCN5L2 inh
- CC(=O)Nc1ccc(NC(=O)Nc2cc(C)cc(C)c2)cc1
  1%	11%	-12%
- CCOC(=O)N1CCC(NC(=O)c2ccc3c(c2)N(Cc2ccc(F)cc2)CCS3)CC1
  23µM*	23µM*	?
- O=C(CSc1n[nH]c(-c2ccc(F)cc2)n1)NCc1ccccc1Cl
  ?	?	-6%
- CN(C1CCCCC1)S(=O)(=O)c1ccc2c(c1)c(=O)c(C(=O)NCc1ccc(Cl)cc1)cn2C
  ?	-20%	1%
- O=C(C1CCCO1)N1CCN(C(=S)Nc2ccc(Cl)cc2Cl)CC1 (centres undefined)
  0%	-1%	-5%
- O=C(COC(=O)c1ccc(F)cc1F)Nc1cc(S(=O)(=O)N2CCOCC2)ccc1Cl
  -22%	-1%	-4%
- CCOCCCN1C(=O)c2ccccc2CC1(C)C(=O)NC1CCCCC1 (centres undefined)
  2%	8%	-5%
- Cc1c(-c2ccccc2)c(=O)oc2cc(O)ccc12
  23%	0%	-10%
- c1ccc(-c2nnc(CSc3nncs3)o2)cc1
  -3%	0%	1%
- CCOc1ccccc1N(CC)C(=O)c1nn(C)c2c1CSc1ccccc1-2
  ?	26µM*	-5%
- CC(=O)Oc1ccc2nc(-c3ccco3)oc(=O)c2c1
  ?	?	-9%
- Cn1nnc(NC(=O)c2ccc([N+](=O)[O-])cc2Cl)n1
  -11%	1%	-3%
- CC1=CC(C)(C)Nc2ccc(C)cc21
  -9%	-5%	2%
- CCCCCNC(=O)C(c1cc2ccccc2o1)n1c(=O)c(-c2ccccc2)nc2ccccc21 (centres undefined)
  ?	?	.
- CC1(C(=O)NS(=O)(=O)c2ccc3c(c2)CCO3)CCN1C(=O)CCC1CCCC1 (centres undefined)
  3%	-9%	.
- COC(=O)[C@@]12CCCCN1[C@H](c1ccc(-c3cccc(Cl)c3)c(OC)c1)[C@H]1C(=O)N(C)C(=O)[C@H]12
  ?	18µM*	-13%
- CCOc1cc(C(=O)OCC(=O)NC(C)c2ccccc2)ccc1OCC(=O)N1CCOCC1 (centres undefined)
  -12%	-9%	-16%
- CC(C)CNC(=S)N(CCCO)Cc1cc2cc3c(cc2[nH]c1=O)OCO3
  -20%	?	0%
- COc1ccc(C(=O)N2CCN(c3ccc(NC(=O)c4cccs4)cc3)CC2)cc1
  ?	?	0%
- CCCN(CCC)CCCNC(=O)c1cc2cc3ccc(Cl)cc3nc2o1
  ?	?	-13%
- O=C(NCc1nc2ccccc2[nH]1)C1=C[C@H](c2ccc(C(F)(F)F)cc2)C[C@H](OCc2ccc(CO)cc2)O1
  ?	?	-4%
- COc1cccc(NC(=O)CCc2ccccc2)c1
  -25%	-1%	-4%
- CCCCn1c(N)c(N(CCOC)C(=O)c2ccc(F)c(S(=O)(=O)N3CCOCC3)c2)c(=O)[nH]c1=O
  -1%	7%	-6%
- Cc1ccc(C(=O)OCC(=O)N2CCCCCC2)c(O)c1
  -9%	-8%	-12%
- Cc1ccc(O)c(CNc2nccs2)c1
  -8%	-1%	-8%
- CCC(C)NS(=O)(=O)c1ccc(OCC(=O)Nc2ccc3c(c2)OCCO3)cc1 (centres undefined)
  -5%	-10%	?
- Cn1c(CN2CCCCC2)nc2cc(NC(=O)c3cccc(Br)c3)ccc21
  ?	?	-3%&-27%
- C[C@H](NC(=O)c1ccco1)C(=O)OCC(=O)N1CC(=O)Nc2ccccc21
  -5%	3%	-3%
- O=C(NCCCn1ccnc1)c1c(F)cccc1F
  25%	-10%	-4%
- CCCCCCNC(=O)O[C@H]1Cn2c(=O)ccc(=O)n2[C@@H]2CN(S(=O)(=O)c3ccc(C)cc3)C[C@]12O
  3.7µM*	4.6µM*	.
- CCOC(=O)CNS(=O)(=O)c1ccc(C(=O)O)cc1
  -2%	3%	-9%
- COc1cc(NC(=O)N[C@H](C(=O)O)C(C)C)cc(OC)c1
  0%	3%	2%
- CCOC(=O)C(=O)Nc1ccccc1C(N)=O
  -1%	-28%	-6%[0.501 µM]

# Reprinted from the listing, 6 compounds:
# Screens in order – DT40 TDP1 no CPT	TDP1 cell CPT	GCN5L2 inh
- C=C(C)CNC(=O)c1ccc(OC2CCN(C(=O)COC)CC2)cc1
  -12%	-3%	.
- CCOc1ccccc1N(CC(=O)N1CCC(C)CC1)S(=O)(=O)c1ccc(C)cc1
  15µM*	9.2µM*	-16%
- COc1ccccc1/C=C/C=N/NC(=O)c1cc(-c2ccco2)[nH]n1
  18µM*	?	?
- CC1CCN(S(=O)(=O)c2ccc3c(c2)CCN3C(=O)C2CCC2)CC1
  ?	?	1%
- Cc1coc2c1c(C)cc1oc(=O)c(CC(=O)NCCc3ccc(Cl)cc3)c(C)c12
  ?	-23%	-3%
- CC(C)(C)CN1C(=O)C(=O)NC[C@@H]1CC1CCCCC1
  -7%	-14%	.

# (continued)
# Screens in order – DT40 TDP1 no CPT	TDP1 cell CPT	GCN5L2 inh
- COc1ccc(C(=O)O/N=C(\N)c2ccccn2)cc1[N+](=O)[O-]
  -21%	-28%	-6%
- C=CCn1c(SCC2CCCCO2)nc2sc(CC)cc2c1=O (centres undefined)
  11%	?	-13%
- S=C(NNc1nc(Nc2ccccc2)nc(N2CCCCC2)n1)NC1CCCCC1
  -1%	0%	-9%
- COc1ccc(C)cc1NC(=O)N1CCN(c2cc(-c3noc(C)n3)ccc2C)CC1
  23µM*	?	1%
- Cc1cccnc1NC(=O)c1cccc(S(=O)(=O)N2CCCc3ccccc32)c1
  ?	?	-4%
- Cc1ccccc1-c1cc(NCc2ccccc2)ncn1
  21µM*	15µM*	-9%
- COc1ccccc1NC(=O)C1=C(C)N(c2ccccc2)C(=S)NC1c1cccc(C(F)(F)F)c1 (centres undefined)
  ?	?	0%
- CCCC/S(CC1CC1(Cl)Cl)=N\S(=O)(=O)c1ccc(C)cc1 (centres undefined)
  -23%	-11%	-9%
- COc1ccc(C2N(C(C)=O)CCN2S(=O)(=O)c2ccc(C)cc2)cc1 (centres undefined)
  ?	?	-10%
- CCc1ccc(-c2cc(C(=O)N/N=C/c3ccco3)[nH]n2)cc1
  ?	-22%	-2%
- O=C(c1ccccc1)N1CCN(S(=O)(=O)c2cccc(NS(=O)(=O)c3ccccc3)c2)CC1
  -18%	9%	-7%
- Cc1ccc(S(=O)(=O)N2CCC(NC(=O)c3cccnc3)CC2)cc1Cl
  -15%	2%	-2%
- O=C1/C(=C/c2cccs2)CCC1C1CCCC1 (centres undefined)
  ?	?	-4%
- CC(C)c1ccc(NC(=O)COC(=O)COc2ccccc2)cc1
  0%	17%	-4%
- Cc1ccccc1NC(=O)CSc1nc2ccc(NC(=O)CCc3ccccc3)cc2s1
  9.2µM*	?	-6%
- Cc1csc(=O)n1CC(=O)OCc1cccc2ccccc12
  -6%	-14%	-3%
- CC(C)c1cc(CNC(=O)CC2C(=O)NCCN2CC2CCCCC2)on1 (centres undefined)
  5%	3%	-13%
- Cc1ccc(CC(=O)OCCNC(=O)c2cccnc2)cc1
  -14%	-7%	-6%
- CC1(C)CC2CC(C)(CN2S(=O)(=O)c2cccc(C(N)=O)c2)C1 (centres undefined)
  ?	-30%	-1%
- CCC(C)(C)C1CCc2c(sc(NC(=O)c3ccoc3C)c2C(N)=O)C1 (centres undefined)
  -19%	?	-1%
- COc1ccc(/C=N/NC(=O)c2ccc3nc[nH]c3c2)c(OC)c1
  ?	4.6µM*	-9%
- O=C(NCC1COc2ccccc2O1)c1ccc(Cl)c(S(=O)(=O)N2CCCC2)c1 (centres undefined)
  ?	?	-9%
- COc1ccc(/C=N/NC(=O)C(=O)N2CCCCCC2)cc1
  -7%	-4%	0%
- S=C1NCc2cncnc2N1
  6%	-1%	.
- Cc1csc(N2CCCC2c2nc3cc(Cl)c(N4CCCCC4)cc3n2CCOCCO)n1 (centres undefined)
  6%	?	.
- COc1cc(/C=N/NC(=O)c2ccc(CSc3nncn3C)cc2)ccc1OCC(=O)N1CC(C)OC(C)C1 (centres undefined)
  2%	20%	-4%
- CCN1C(=O)c2cccc3c(NC(=O)c4ccc5c(c4)OCCO5)ccc1c23
  0%	-14%	-11%
- Cc1ccc(S(N)(=O)=O)cc1NC(=O)c1c(-c2c(Cl)cccc2Cl)noc1C
  0%	-14%	-2%
- O=C(C[C@H]1C(=O)N(Cc2cccnc2)C[C@@H]1Cc1ccccc1)Nc1ccc(Br)cc1
  15µM*	?	.
- CC(C(=O)NC1C=CS(=O)(=O)C1)N1C(=O)/C(=C/c2ccc(Cl)cc2)SC1=S (centres undefined)
  ?	?	-11%
- O=C(CCCc1ccccn1)c1cccc2ccccc12
  -30%	-20%	.
- Cc1ccc(C(=O)NCCc2nnc3ccc(SCC(=O)Nc4ccc(C)cc4C)nn23)cc1
  ?	3%	-23%
- Cc1ccc(NC(=O)C2CCCN(S(=O)(=O)c3c(C)noc3C)C2)cc1F (centres undefined)
  ?	?	-2%
- Cc1ccc(C)n1-c1nnc(N2CCC(C(=O)NCCCN3CC(C)CC(C)C3)CC2)s1 (centres undefined)
  -18%	?	0%
- O=C(N/N=C/c1cccc(O)c1)c1ccc2c(c1)OCCO2
  4%	1%	-4%
- CC(C)(C)c1ccc(C(=O)NC(=O)COC(=O)CCS(=O)(=O)c2ccccc2)cc1
  -6%	-19%	-1%
- Cc1ccccc1CNC(=O)C1CCN(S(=O)(=O)Cc2ccccc2)CC1
  1%	2%	0%
- Cc1ccc(N2CC(C(=O)NCCS(=O)(=O)N3CCN(c4ccccc4)CC3)CC2=O)cc1 (centres undefined)
  13%&-16%	-3%&-13%	-2%&-28%
- CCSc1nc(N2CCCCC2)c2c(c1C#N)CCCC2
  16µM*	?	-5%

# This is a subset; the hit share may differ from the screen's.
